Assay outcomes as filed in PubChem BioAssay.
CD40 NFkB inh: inhibitors of CD40-induced NF-kB signaling, primary screen, BL2 cells, luciferase reporter, single point; CD40L-induced, 4 h; 0.94% of 83,000 active; inhibition, % at 10 µM; AID 1053188, 2014;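 active = mean inhibition of at least 50% with a set share of replicates also reaching that level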;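 also: 0% = neutral control wells and 100% = IKK inhibitor VII at 50 µM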
* hit, by the source's call; [ ] = another dose, or the depositor's remark. Only part of the results is shown. The share of hits here may be higher or lower than overall.

`COc1ccc2c3c([nH]c2c1)[C@@H](CO)N(Cc1ccncc1)CC31CCN(CC2CCOCC2)CC1` gave CD40 NFkB inh -5[25 µM].
For COc1ccc(C(=O)C2CCCN(C(=O)Cc3c(C)noc3C)C2)cc1OC (stereo unspecified) the results were CD40 NFkB inh -8.
`Cc1cc(C)n2nc(C(=O)Nc3ccc4c(c3)OCO4)cc2n1` gave CD40 NFkB inh -56.
For O=C(c1ccccc1F)N1CC2(C1)[C@H](c1ccccc1)[C@@H](CO)N2CC1CCOCC1 the results were CD40 NFkB inh 2[25 µM].
For C[N+]1(CC2COC3(CCCCC3)O2)CCCC1 (stereo unspecified) the results were CD40 NFkB inh 7.
O=C(Nc1cc(F)ccc1F)N1CC(=O)N2[C@H](CO)[C@@H](c3ccc(C#CC4CCCC4)cc3)[C@H]2C1 was read as CD40 NFkB inh 3.
`O=C(CC1C(=O)NCCN1Cc1cccc(Oc2ccccc2)c1)NCCn1cccn1` (stereo unspecified) gave CD40 NFkB inh 15.
`CCOC(=O)c1c(-c2cc(OC)c(OC)c(OC)c2)csc1NC(=O)c1ccccc1` gave CD40 NFkB inh 2.
For N#C[C@@H]1[C@H](c2ccccc2-c2cccc(F)c2)[C@@H](CO)N1C(=O)C1CC1 the results were CD40 NFkB inh -4[25 µM].
`COc1ccc(C)cc1N(C(=O)COc1ccccc1)c1nc2ccccc2s1` gave CD40 NFkB inh -15.
`COC(=O)c1ccc(NC(=S)NCCc2ccc(OC)cc2)cc1` gave CD40 NFkB inh 10.
Screening NC(=O)CSc1nnc(NC(=O)c2ccc3ccccc3c2)s1 returned CD40 NFkB inh -47.
Screening COc1ccccc1NC(=O)N1CCCCN2[C@H](CO)[C@H](c3ccc(-c4ccc(C)cc4)cc3)[C@@H]2C1 returned CD40 NFkB inh 8[25 µM].
CN(C)C(=O)c1cccc(-c2ccccc2[C@H]2[C@@H](CO)N(C(=O)C3CC3)[C@H]2C#N)c1 was read as CD40 NFkB inh -8[25 µM].
`CSc1nc(NC2CCCC2)c([N+](=O)[O-])c(NC2CCCC2)n1` gave CD40 NFkB inh -3[25 µM].
`CC(=O)Nc1ccc(S(=O)(=O)N(CCc2ccccc2)CC(=O)N/N=C/c2ccc(C(=O)O)cc2)cc1` gave CD40 NFkB inh 4.
Screening CCCNC(=O)N1CC2(C1)CN(C(=O)Nc1ccc(F)cc1)[C@H](CO)c1[nH]c3cc(OC)ccc3c12 returned CD40 NFkB inh -9[25 µM].
Cc1ccc(NS(=O)(=O)c2ccc(C(=O)OCC(=O)NCC3CCCO3)cc2)cc1 (stereo unspecified) was read as CD40 NFkB inh 10.
`Cc1cc(=O)[nH]c2nnc(SCC(=O)N3CC(C)OC(C)C3)n12` (stereo unspecified) gave CD40 NFkB inh 1.
Screening C[C@H]1CN([C@@H](C)CO)C(=O)c2c(c3ccccc3n2C)-c2ccccc2CO[C@@H]1CN(C)C(=O)c1ccncc1 returned CD40 NFkB inh 1.
CCOc1ccc(CCNC(=O)COC(=O)c2ccc(C)c(S(=O)(=O)N3CCOCC3)c2)cc1OCC was read as CD40 NFkB inh 1.
Screening Cc1nnc(Cn2cnc3c2c(=O)n(C)c(=O)n3C)o1 returned CD40 NFkB inh 15.
`COC(=O)[C@H](CC(C)C)NC(=O)N1CCCCC1C` (stereo partly specified) gave CD40 NFkB inh 16.
`NC(=O)COC(=O)c1cccc(S(=O)(=O)N2CCCc3ccccc32)c1` gave CD40 NFkB inh 8.
c1ccc(-c2nnc3n2N=C(c2ccc4ccccc4c2)CS3)nc1 was read as CD40 NFkB inh 4.
`NC(Cc1ccccc1)c1csc(Nc2ccc(C(=O)NCCCO)cn2)n1` (stereo unspecified) gave CD40 NFkB inh -2.
O=C(NC1CCCC1)c1cccc(Cn2cc([N+](=O)[O-])cn2)c1 was read as CD40 NFkB inh 11.
Cc1nc(C(C)NC(=O)CCc2nnc(-c3ccsc3)o2)cs1 (stereo unspecified) was read as CD40 NFkB inh -11.
Screening C[C@H]1CN([C@@H](C)CO)C(=O)c2c(c3ccccc3n2C)-c2ccccc2CO[C@@H]1CN(C)C(=O)C1CC1 returned CD40 NFkB inh -4.
O=C(c1cc2ccccc2s1)N1CCN(c2ccccn2)CC1 was read as CD40 NFkB inh -4.
`C[C@H]1CN([C@@H](C)CO)S(=O)(=O)c2ccc(C#CCN(C)C)cc2O[C@@H]1CN(C)C(=O)CN(C)C` gave CD40 NFkB inh -2[25 µM].
Screening COc1ccccc1C(=O)Nc1ccccc1SC returned CD40 NFkB inh -3.
`COC(=O)[C@H]1[C@H](CO)[C@H]2Cn3c(ccc(-c4ccc(F)cc4)c3=O)[C@H]2N1C` gave CD40 NFkB inh -17[25 µM].
Screening CCOC(=O)N1CCC(Nc2nc3ccccc3n3nnnc23)CC1 returned CD40 NFkB inh -48.
For O=C1C=Cc2cccc3ccc(O)c1c23 the results were CD40 NFkB inh 15.
For COc1ccc(S(=O)(=O)NC2CC2)cc1C(=O)N1CCOCC1 the results were CD40 NFkB inh 10.
Cc1ccc(-n2c(SC/C=C/c3ccccc3)nnc2-c2cccs2)cc1 was read as CD40 NFkB inh 35.
COc1ccc(S(=O)(=O)NCc2cccnc2)cc1NC(=O)c1ccc(C)cc1 was read as CD40 NFkB inh 9.
`O=c1cc(CSc2ccccn2)nc(N2CCN(c3ccccc3)CC2)[nH]1` gave CD40 NFkB inh 4.
Screening CN1CCN(C(=O)/C(C#N)=C/c2ccc(F)cc2)CC1 returned CD40 NFkB inh -2.
Screening Cc1ccc(C)c(N2N=C(C(=O)Nc3cccnc3)CCC2=O)c1 returned CD40 NFkB inh 18.
Screening Cc1ccccc1C(=O)Nc1nnc(S(=O)(=O)N2CCCCC2)s1 returned CD40 NFkB inh 13.
`O=C(c1cccc(F)c1)N1C[C@H]2[C@@H](c3ccccc31)[C@@H](CO)N2C(=O)C1CCOCC1` gave CD40 NFkB inh 2[25 µM].
For COCCC(=O)N1CCCC(CNS(=O)(=O)c2ccc(OC)cc2)C1 (stereo unspecified) the results were CD40 NFkB inh 8.
COCCNS(=O)(=O)c1cc(C(=O)O)ccc1OC was read as CD40 NFkB inh -6.
For CN(C[C@H]1N[C@H](CO)[C@@H]1c1ccc(-c2cccnc2)cc1)C(=O)NC1CCCC1 the results were CD40 NFkB inh 3[25 µM].
Screening O=C1NCCOCn2nncc2CC[C@H]1Cc1ccccc1 returned CD40 NFkB inh 3.
Screening Cc1ccc(OCC(=O)NNC(=O)C2CC(=O)N(c3ccc4c(c3)OCCO4)C2)cc1 (stereo unspecified) returned CD40 NFkB inh 9.

For convenience, some entries already given:
For COc1ccc(S(=O)(=O)NC2CC2)cc1C(=O)N1CCOCC1 the results were CD40 NFkB inh 10.
Cc1ccc(-n2c(SC/C=C/c3ccccc3)nnc2-c2cccs2)cc1 was read as CD40 NFkB inh 35.
COc1ccc(S(=O)(=O)NCc2cccnc2)cc1NC(=O)c1ccc(C)cc1 was read as CD40 NFkB inh 9.
`O=c1cc(CSc2ccccn2)nc(N2CCN(c3ccccc3)CC2)[nH]1` gave CD40 NFkB inh 4.
Screening CN1CCN(C(=O)/C(C#N)=C/c2ccc(F)cc2)CC1 returned CD40 NFkB inh -2.
Screening Cc1ccc(C)c(N2N=C(C(=O)Nc3cccnc3)CCC2=O)c1 returned CD40 NFkB inh 18.
Screening Cc1ccccc1C(=O)Nc1nnc(S(=O)(=O)N2CCCCC2)s1 returned CD40 NFkB inh 13.
`O=C(c1cccc(F)c1)N1C[C@H]2[C@@H](c3ccccc31)[C@@H](CO)N2C(=O)C1CCOCC1` gave CD40 NFkB inh 2[25 µM].
For COCCC(=O)N1CCCC(CNS(=O)(=O)c2ccc(OC)cc2)C1 (stereo unspecified) the results were CD40 NFkB inh 8.
COCCNS(=O)(=O)c1cc(C(=O)O)ccc1OC was read as CD40 NFkB inh -6.
For CN(C[C@H]1N[C@H](CO)[C@@H]1c1ccc(-c2cccnc2)cc1)C(=O)NC1CCCC1 the results were CD40 NFkB inh 3[25 µM].
Screening O=C1NCCOCn2nncc2CC[C@H]1Cc1ccccc1 returned CD40 NFkB inh 3.
Screening Cc1ccc(OCC(=O)NNC(=O)C2CC(=O)N(c3ccc4c(c3)OCCO4)C2)cc1 (stereo unspecified) returned CD40 NFkB inh 9.

Remaining list, next part.
Cc1nccn1CCCNCc1c(C(=O)N2CCCCCCC2)nc2ccc(Cl)cn12 was read as CD40 NFkB inh -1.
Screening CNC(=O)COC(=O)c1cc(F)c(F)cc1Cl returned CD40 NFkB inh -8.
COCC(=O)N1[C@H](C#N)[C@H](c2ccccc2)[C@H]1CO was read as CD40 NFkB inh -9[25 µM].
Screening Cc1sc(NC(=O)C2=COCCO2)nc1-c1ccc(Br)cc1 returned CD40 NFkB inh -30.
For CCC(=O)N1C[C@H](C)[C@H](OC)CN(C)C(=O)c2cc(NC(=O)Nc3ccc(Cl)cc3)ccc2OC[C@@H]1C the results were CD40 NFkB inh 20[25 µM].
Screening CS(=O)(=O)c1ccc(Cl)c(NC(=O)C2CC(=O)N(Cc3ccco3)C2)c1 (stereo unspecified) returned CD40 NFkB inh 0.
For COc1ccc(NC(=O)CN(C)S(=O)(=O)c2cccc3nsnc23)cc1 the results were CD40 NFkB inh 7.
CC(=O)c1ccc(OCc2cc(C(=O)N(C)CCN3CCOCC3)no2)cc1 was read as CD40 NFkB inh -4.
COCCN1CCc2c(C)nc3c(-c4ccc(OC)c(OC)c4)cnn3c21 was read as CD40 NFkB inh -30.
N#C[C@@H]1[C@@H](c2ccccc2)[C@@H](CO)N1C(=O)c1ccccc1F was read as CD40 NFkB inh 19[25 µM].
CC(C)(C)C(=O)Cn1c(NCCO)nc2ccccc21 was read as CD40 NFkB inh 6.
CCNC(=O)C1(C)CCCN(C(=O)c2ccc(OC)c(F)c2)C1 (stereo unspecified) was read as CD40 NFkB inh 10.
For O=S(=O)(CS(=O)(=O)c1ccc(Br)cc1)c1ccc(Br)cc1 the results were CD40 NFkB inh 2.
`CC(C)CC#Cc1ccc([C@H]2[C@@H](CO)N3C(=O)CN(C(=O)NC4CCCC4)C[C@H]23)cc1` gave CD40 NFkB inh 2.
COc1cccc(N2CC(NS(=O)(=O)c3ccc4ccccc4c3)CC2=O)c1 (stereo unspecified) was read as CD40 NFkB inh 6.
`CCCCCNC(=O)Cc1ccc(OC)cc1` gave CD40 NFkB inh -11.
`CCOC(=O)c1nc(C)[nH]c1C(=O)OCC` gave CD40 NFkB inh -2.
For O=C(NCc1cccs1)C1CCN(S(=O)(=O)c2cccc3nsnc23)CC1 the results were CD40 NFkB inh 1.
Screening COC(=O)c1cnc2c(c1C(=O)OC)c(=O)n(C)c(=O)n2C returned CD40 NFkB inh 6.
Screening O=C(NCC(=O)N1CCN(c2ccc(C(F)(F)F)cn2)CC1)c1ccc(Br)o1 returned CD40 NFkB inh 4.
`Cc1ccc(S(=O)(=O)N(C)C[C@@H]2OCCCC[C@@H](C)Oc3ccc(NS(C)(=O)=O)cc3C(=O)N([C@@H](C)CO)C[C@@H]2C)cc1` gave CD40 NFkB inh 9.
`COc1ccc(Cl)cc1NC(=O)CN1c2ccccc2CC1C` (stereo unspecified) gave CD40 NFkB inh 12.
For Nc1nnc(SCc2cn3cc(Cl)ccc3n2)s1 the results were CD40 NFkB inh -75.
`CCCNC(=O)N[C@H]1CC[C@H](CCn2cc(C3CCCC3)nn2)O[C@H]1CO` gave CD40 NFkB inh -2.
O=C(C[C@H]1CC[C@H]2[C@@H](COC[C@H](O)CN2CCC(F)(F)F)O1)NCC1CC1 was read as CD40 NFkB inh 4[25 µM].
`CC(Sc1ncnc2sccc12)C(=O)Nc1ccc(C(N)=O)cc1` (stereo unspecified) gave CD40 NFkB inh -1.
`Cc1nn2c3ccccc3n(CC(=O)c3cccs3)c2nc1=O` gave CD40 NFkB inh 1.
For Nc1c(C(=O)OCC(=O)Nc2cccc([N+](=O)[O-])c2)[nH]c(=O)[nH]c1=O the results were CD40 NFkB inh 2.
Screening O=C(COC(=O)c1cc(=O)c2ccccc2o1)Nc1c(F)c(F)c(F)c(F)c1F returned CD40 NFkB inh 7.
Cc1cc(NC(=O)C23CC4CC(CC(C4)C2)C3)n[nH]1 was read as CD40 NFkB inh -1.
Screening O=C(COc1ccc(S(=O)(=O)NC2CCCCC2)cc1)Nc1ccc2c(c1)OCCO2 returned CD40 NFkB inh 1.
Cc1ccc(NC(=O)COC(=O)c2ccc3ncsc3c2)c(C)c1 was read as CD40 NFkB inh 0.
For COc1cc(/C=C(\C#N)C(=O)NCC2CCCO2)ccc1OC(=O)c1ccco1 (stereo unspecified) the results were CD40 NFkB inh 1.
Cc1onc(-c2ccccc2)c1C(=O)N(Cc1ccccn1)Cc1ccccn1 was read as CD40 NFkB inh 10.
For CCc1nnc(NC(=O)c2cc(C)oc2C)s1 the results were CD40 NFkB inh -36.
Screening CC(=O)N(CCCN(C)C)c1nc2ccc(C)cc2s1 returned CD40 NFkB inh 3.
Screening CCc1nnc(NS(=O)(=O)c2ccc(NS(=O)(=O)c3ccccc3)cc2)s1 returned CD40 NFkB inh 9.
C/C=C/c1ccc([C@H]2[C@@H](CN(C)C(C)=O)N(C(=O)NCCC)[C@H]2CO)cc1 was read as CD40 NFkB inh 3.
CCOCCn1cnc2sc(C(=O)NCC(=O)OCC)c(C)c2c1=O was read as CD40 NFkB inh -11.
O=C(CN1C(=O)NC2(CCCC2)C1=O)OCCOc1ccc(Cl)cc1 was read as CD40 NFkB inh 10.
For O=C(O)Cn1nc(C(F)(F)F)c2c1CCC2 the results were CD40 NFkB inh 2.
For O=C(C[C@H]1C[C@H]2c3cc(NC(=O)Nc4ccc(F)cc4)ccc3O[C@H]2[C@H](CO)O1)NC1CCCC1 the results were CD40 NFkB inh 7.
`O=C(NCc1ccccc1)N1CCCC1` gave CD40 NFkB inh 4.
Screening CCO/N=C(\C)c1c(O)c2ccccc2n(C)c1=O returned CD40 NFkB inh 4.
`CN(Cc1ccccc1)c1nc2c(c(=O)n(C)c(=O)n2C)n1CCSc1ncccn1` gave CD40 NFkB inh 1.
CCn1c(SCc2c(F)cccc2F)nc2sc3c(c2c1=O)CCCC3 was read as CD40 NFkB inh 8.
For COCCNc1ncnc2c1ncn2[C@H]1CN(Cc2ccc(OC)cc2)C[C@@H](CO)O1 the results were CD40 NFkB inh 5.
Screening O=C(c1cccc(-c2nnc(-c3ccccc3)o2)c1)N1CCCCCC1 returned CD40 NFkB inh -59.
